GPR151 ag = activators of human GPR151, primary screen, cell-based, PathHunter beta-arrestin, luminescence. AID 1508602, 2020. PathHunter beta-arrestin GPR151 cells. hit rate 1% among 650,000. activation, % at 11.2 µM; in the data active = activation above about 4.9%;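 also: 0% = median of compound wells and 100% = cells with positive control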
Target sequence (Q8TDV0 whole entry, looked up): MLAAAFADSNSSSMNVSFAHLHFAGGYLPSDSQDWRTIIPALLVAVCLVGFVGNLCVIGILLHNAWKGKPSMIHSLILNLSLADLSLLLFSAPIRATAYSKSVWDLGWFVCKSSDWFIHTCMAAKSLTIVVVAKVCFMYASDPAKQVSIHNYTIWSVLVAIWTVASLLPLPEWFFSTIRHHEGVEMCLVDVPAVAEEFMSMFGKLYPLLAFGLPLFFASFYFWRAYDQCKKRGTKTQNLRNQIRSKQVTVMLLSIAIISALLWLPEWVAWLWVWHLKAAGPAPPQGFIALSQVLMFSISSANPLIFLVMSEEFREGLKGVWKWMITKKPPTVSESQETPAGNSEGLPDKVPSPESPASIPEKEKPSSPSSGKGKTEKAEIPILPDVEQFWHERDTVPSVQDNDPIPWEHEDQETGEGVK
FBW7 activator = FBW7 E3 ligase activators, primary screen, biochemical, AlphaScreen, human | normalized activity (activation), % at 26.1 µM | AlphaScreen FBW7–phospho-cyclin E peptide binding, activator screen | hit rate 0.13% among 650,000; in the data active = normalized activity above about 1.9%;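 also: purified mutant Fbw7 with reduced substrate affinity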
MITF primary = MITF inhibitors, primary screen, biochemical, AlphaScreen, human | Microphthalmia-associated transcription factor (Homo sapiens), O75030 | AlphaScreen MITF homodimerization, bead proximity signal | inhibition, % at 2.6 µM | hit rate 0.91% among 650,000; in the data active = inhibition above about 50%;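 also: 0% = vehicle wells with protein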
Target sequence (O75030 whole entry, looked up): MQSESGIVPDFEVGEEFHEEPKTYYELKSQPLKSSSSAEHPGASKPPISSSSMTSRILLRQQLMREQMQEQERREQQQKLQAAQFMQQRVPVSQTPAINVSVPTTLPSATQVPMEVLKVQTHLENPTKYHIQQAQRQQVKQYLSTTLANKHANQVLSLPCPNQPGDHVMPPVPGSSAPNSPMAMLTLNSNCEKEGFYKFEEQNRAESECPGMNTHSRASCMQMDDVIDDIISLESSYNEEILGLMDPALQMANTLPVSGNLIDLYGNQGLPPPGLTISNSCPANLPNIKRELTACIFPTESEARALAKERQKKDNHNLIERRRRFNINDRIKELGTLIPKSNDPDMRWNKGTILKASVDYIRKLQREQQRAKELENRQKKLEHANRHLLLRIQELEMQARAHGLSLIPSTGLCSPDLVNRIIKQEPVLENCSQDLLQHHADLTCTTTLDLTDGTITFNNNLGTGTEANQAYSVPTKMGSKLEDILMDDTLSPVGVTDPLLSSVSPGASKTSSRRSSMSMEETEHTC
TEAD-YAP inh = TEAD-YAP interaction inhibition, primary screen, TEAD-YAP interaction inhibitor project, luminescence, HEK-TIYL cells. hit rate 1.4% among 640,000. inhibition, % at 9.12 µM. TEAD-Gal4/YAP UAS-luciferase luminescence. AID 1259422, 2018; in the data active = inhibition above about 32%;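 also: 0% = median of test compound wells and 100% = reference inhibitor wells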
* marks the source's active call; other numbers are inactive results; nt = not tested or not shown.

SMILES	GPR151 ag	FBW7 activator	MITF primary	TEAD-YAP inh
COc1cc(-c2nnn(CC#N)n2)ccc1OCc1ccccc1	0.9	-0.2	-5	0
Cc1ccccc1CSc1nc(=O)n(Cc2cccnc2)c2c1CCC2	3.3	0.1	9	-2
CCc1cccc(NC(=O)C2=CCN(S(=O)(=O)c3ccc(OC)cc3)CC2)c1	-0.3	0.9	11	0
COC(=O)C1=C(C(=O)OC)SC2(S1)C(C(=O)OC)=C(C(=O)OC)SC1=C2c2ccc(OC)cc2NC1(C)C	-2.5	0.3	23	4
Cc1nonc1C1CCCN1C(=O)COc1ccc(N(C)Cc2ccc(F)cc2)nn1 (stereo not drawn)	-1.7	0.5	16	-5
COc1ccc(-c2c(C#N)c(N)n3c(nc4ccccc43)c2C#N)c(OC)c1	-0.7	0.0	4	-1
CCOC(=O)C1=NN(c2ccccc2)C(c2c[nH]c3ccccc23)N1c1ccc(OC)cc1 (stereo not drawn)	1.7	0.1	14	-29
CC(=O)Nc1ccc(NC(=O)C2CCCCC2C(=O)O)cc1 (stereo not drawn)	3.9	0.0	3	5
Cc1cccc(OCC(=O)N(Cc2ccc(Br)cc2)c2ccccc2I)c1	0.2	0.0	3	0
CC(=O)c1ccc2c(c1)C1C=CCC1C(c1ccc(Br)cc1)N2 (stereo not drawn)	-0.5	1.0	13	8
C=CCNC(=S)N1CCC(C(=O)c2ccc(F)cc2)CC1	0.1	0.0	13	1
Cc1c(C(=O)NCCCN2CCN(Cc3ccccc3)CC2)oc2c1-c1[nH]ncc1CC2	1.9	-0.1	-2	7
Cc1cc([N+](=O)[O-])nn1CC(=O)Nn1c(C2CCCCC2)nc2ccccc2c1=O	-0.3	-0.1	3	6
CC(NCc1c(C(=O)N2CCOCC2)nc2ccccn12)c1ccccc1Cl (stereo not drawn)	0.1	-0.1	9	0
O=C(C1CC(=O)N(C2CCCCC2)C1)N1CCN(c2ccc([N+](=O)[O-])cc2)CC1 (stereo not drawn)	-2.0	0.1	8	-7
COc1ccccc1C(=O)NCC(=O)N/N=C/c1ccncc1	0.1	0.1	-2	-3
O=C(O)CNC(=O)/C(=C\c1ccc(Br)cc1)NC(=O)c1ccco1	2.9	-0.1	6	-7
Cc1ccc(-c2[nH]nc3c2C(c2ccc(OCc4ccc(F)cc4)cc2)C(C#N)=C(N)O3)cc1 (stereo not drawn)	0.4	-0.3	-3	-50
Nc1c(C(=O)c2ccccc2)sc2nc(C3CC3)cc(-c3ccc(Cl)cc3)c12	-0.2	-0.1	-3	-16
O=C(Nc1ccccc1)/C(=C\c1ccco1)NC(=O)c1ccccc1Cl	0.2	-0.1	-3	-3
COc1ccccc1NC(=S)N(Cc1ccccc1)Cc1cccs1	2.2	0.0	2	0
O=C1c2cccc3c(N4CCOCC4)ccc(c23)C(=O)N1c1cccc(O)c1	-0.6	0.2	10	7
CC(OC(=O)c1cc[n+]([O-])cc1)C(=O)c1ccc(C(C)(C)C)cc1 (stereo not drawn)	-0.2	0.0	-17	-9
COc1cc(-c2cn[nH]c2)ccc1C(=O)N1CCc2ccccc2C1	1.1	0.0	-2	-15
COc1cccc(C2Nc3cccc4cccc(c34)N2)c1	0.8	0.1	16	1
Cc1ccc(CNC(=O)CN(C)S(=O)(=O)c2ccc(Br)s2)cc1	-0.3	-0.1	10	-2
Cc1ccc(CNC(=O)c2csnn2)cc1	13*	0.3	7	-3
CS(=O)(=O)N(CC(N)=O)c1cc(Cl)ccc1Cl	-0.4	0.0	-3	-1
Fc1ccccc1N1CCN(Cc2nnnn2C2CCCC2)CC1	1.4	-0.2	-8	3
Cc1nc2sccn2c(=O)c1S(=O)(=O)Nc1ccccc1N1CCOCC1	-2.7	-0.1	-8	-5

Only FBW7 activator, for 2 of the compounds above:
canonical_smiles,FBW7 activator
COc1cc(-c2cn[nH]c2)ccc1C(=O)N1CCc2ccccc2C1,0.0
CS(=O)(=O)N(CC(N)=O)c1cc(Cl)ccc1Cl,0.0

Next structures
SMILES	GPR151 ag	FBW7 activator	MITF primary	TEAD-YAP inh
CCOc1ccc2c(c1)sc(=NC(=O)c1ccc(S(=O)(=O)N3CC(C)CC(C)C3)cc1)n2C (stereo not drawn)	-1.5	0.8	-3	2
CCCNC(=O)C(=O)Nc1cccc(C)c1C	-0.4	-0.1	-12	-26
O=C(Nc1ccc(F)cc1)c1ncn(-c2ccccc2)n1	-1.7	0.1	5	-71
CC(=O)N1CCN(Cc2ccc3c(c2)CN(C(=O)c2cc(Cl)ccc2F)CCO3)CC1	0.0	0.9	16	2
COC(=O)c1c(OCC2CCCN(C)C2)cc(=O)n2c1CCN(Cc1cccnc1)CC2 (stereo not drawn)	-1.7	0.1	5	0
Cc1csc(CN(C)C(=O)CC2C(=O)NCCN2CC(C)(C)C)n1 (stereo not drawn)	-1.6	-0.1	2	-7
COc1ccc(NC(C)C(=O)N/N=C/c2ccc(C)o2)cc1 (stereo not drawn)	-0.9	0.0	0	6
CCC(Nc1ccccc1)C(=O)N/N=C/c1ccccc1O (stereo not drawn)	-0.1	-0.1	-6	7
CC1=C(c2ccc(C)cc2)S(=O)(=O)N=C1N1CCN(C)CC1	-0.1	-0.1	1	-15
COC(=O)c1ccc2c(=O)n(CCc3ccc(S(N)(=O)=O)cc3)c(SCc3ccc(C(C)(C)C)cc3)nc2c1	-0.3	0.5	24	4
CCCN(CCC)C(=O)c1c[nH]c2ccc(S(=O)(=O)N(C)c3ccccc3C)cc2c1=O	0.7	0.3	4	-5
CC(=O)Oc1ccc(C2C(C(=O)OC(C)C)=C(C)NC3=C2C(=O)CCC3)cc1 (stereo not drawn)	0.1	1.1	22	8
CCCCNC(=O)CCCc1nc(-c2ccccc2)no1	-0.5	0.0	8	-1
CN1CCN(CC(C)(C)NS(=O)(=O)c2ccccc2)CC1	-0.2	0.0	-4	-2
CN(C)S(=O)(=O)N(Cc1ccc(Br)cc1)c1ccccc1	0.7	-0.2	6	-1
Cc1cc(C)nc(N/N=C/C2=C(O)CC(C)(C)CC2=O)n1	-1.3	-0.1	-2	9
CCCCCCC(C)NC(=O)COc1ccc(Cl)cc1Cl (stereo not drawn)	0.9	0.4	14	6
CC(C)C[C@H]1NC(=O)[C@H]2CN(Cc3cnn(-c4ccccc4)c3)CCN2C1=O	3.4	0.1	-30	-8
CCOc1nc(NC(=O)NS(=O)(=O)c2ccc(Cl)cc2)nc(-c2ccccc2)n1	-1.4	-0.1	10	-3
COc1ccc(S(=O)(=O)NC2CC(=O)c3sccc32)cc1 (stereo not drawn)	0.3	0.0	-3	11
CCc1ccc(C2=CC(c3ccccc3F)n3ncnc3N2)cc1 (stereo not drawn)	-0.1	-0.1	2	-1
O=C(Cc1cccc2ccccc12)N/N=C\c1ccc(O)cc1O	0.4	-0.2	0	2
O=C(CSc1ccc2nnc(-c3ccccc3)n2n1)NCc1ccccc1	0.3	-0.1	30	-23
CCOC(=O)C1=C(C)OC(N)=C(C(=O)OCC)C1c1cccc(O)c1 (stereo not drawn)	-0.4	0.1	8	0
CCN(CC)C(=O)C1CCCN(c2nc(N)c3ncn(Cc4ccc(C(F)(F)F)cc4)c3n2)C1 (stereo not drawn)	-0.8	-0.2	-10	-10
COc1ccccc1Cn1c(=S)[nH]c2cc(C(=O)N3CCc4ccccc43)ccc2c1=O	-0.1	0.1	6	3
c1ccc2[nH]c(CCn3c4ccccc4c4ccccc43)nc2c1	-1.6	0.7	7	-1
Cc1ccc(N2CC(c3nc(-c4ccccc4C)no3)CC2=O)cc1Cl (stereo not drawn)	-1.3	-0.1	3	4
O=C(Nc1ccc(-c2cc(-c3ccc(NC(=O)C(F)(F)F)cc3)nc(-c3ccc(NC(=O)C(F)(F)F)cc3)n2)cc1)C(F)(F)F	1.5	0.0	7	5
COc1ccc(CNS(=O)(=O)c2c(C)cc(C)cc2C)cc1	0.0	0.1	14	12
CCCCCCCCCCCCCCC(=O)N[C@H]1CCOC1=O	0.4	nt	17	nt
CC1(C)c2ccccc2N(CC(=O)NCc2ccccc2Cl)C12C=Cc1c(ccc3ccccc13)O2 (stereo not drawn)	2.3	0.1	13	16
O=C(Nc1ccc2[nH]ncc2c1)C1CCN(C(=O)C(O)c2ccc(Br)cc2)CC1 (stereo not drawn)	0.1	0.1	14	2
CCC1CCCCN1C(=O)c1ccc(F)c(F)c1 (stereo not drawn)	-1.3	0.1	0	-1
Cc1cc(C)cc(NC(=O)CCCn2c(=S)[nH]c3ccccc3c2=O)c1	-0.8	-0.1	1	35*
CCCc1[nH]nc2c1C(c1c(Cl)cccc1Cl)C(C#N)=C(N)O2 (stereo not drawn)	0.5	0.1	-4	8
Cc1noc(C)c1S(=O)(=O)NCCN1CCN(c2ccccc2)CC1	-0.2	0.0	1	-4
COc1cc(C2Nc3ccc(C(=O)c4ccccc4)cc3NC3=C2C(=O)CC(C)(C)C3)cc(OC)c1OC (stereo not drawn)	-1.6	0.1	1	-5
CN(C)CC(=O)Nc1ccc(S(N)(=O)=O)cc1	1.7	-0.2	-5	-1
N#C/C(=C\c1ccc(OC(=O)c2ccc(S(=O)(=O)N3CCc4ccccc4C3)cc2)cc1)c1nc2ccccc2s1	3.8	0.0	-4	-11
CC(=O)c1c(Nc2ccccc2C)oc(C)cc1=O	1.1	-0.1	-7	-5
COc1ccc(Nc2nc(Cl)nc(Nc3ccc(C(C)C)cc3)n2)c(OC)c1	1.1	-0.3	-1	2
COc1ccc(C)cc1NC(=O)CCS(=O)(=O)c1ccc2c(c1)SCC(=O)N2	-1.0	0.0	7	10
N#Cc1ccc(CSc2nnc(NC(=O)Cc3ccccc3F)s2)cc1	1.5	0.0	-1	0
CCOC(=O)c1c(NC(=O)C(C)Sc2nnc(CNC(=O)c3ccco3)n2-c2cc(C)ccc2C)sc2c1CCCC2 (stereo not drawn)	1.2	-0.1	2	-3
O=c1c2c3c(sc2nc(SCc2ccc(OC(F)(F)C(F)F)cc2)n1-c1ccccc1)CCCC3	-0.4	0.0	1	-5
Cc1ccc2c(c1)CN(CCC(=O)NC(C)c1cccs1)CC(C)O2 (stereo not drawn)	0.0	-0.1	12	4
Cc1ccc2c(c1)CN(CCC(=O)NCc1ccco1)CC(C)O2 (stereo not drawn)	-1.5	0.7	9	-11
CCOC(=O)N1CCN(CC(O)COC2C3(C)CCC(C3)C2(C)C)CC1 (stereo not drawn)	-0.3	-0.1	-3	3
CCOc1cc(C(=O)O)ccc1OCC(=O)NCc1ccccc1	0.8	0.3	9	6

The list goes on, starting with the last 2 of the part before.
SMILES	GPR151 ag	FBW7 activator	MITF primary	TEAD-YAP inh
CCOC(=O)N1CCN(CC(O)COC2C3(C)CCC(C3)C2(C)C)CC1 (stereo not drawn)	-0.3	-0.1	-3	3
CCOc1cc(C(=O)O)ccc1OCC(=O)NCc1ccccc1	0.8	0.3	9	6
CC1CCC(C(C)C)C(OC(=O)c2ccc(CCc3ccc(C(=O)OC4CC(C)CCC4C(C)C)cc3)cc2)C1 (stereo not drawn)	-1.6	-0.1	-9	5
COCC(=O)N(Cc1cc2cc(C)ccc2[nH]c1=O)c1ccccc1	-1.2	0.4	11	4
Cc1onc(-c2c(F)cccc2Cl)c1C(=O)NC1=NCCS1	0.2	0.1	1	12
CCN(Cc1ccccc1)S(=O)(=O)c1ccc(F)c(C(=O)Nc2ccc(C)c(Cl)c2)c1	-1.0	0.1	2	-5
Cc1cc(=O)n2nc(N(C)CC(=O)O)sc2n1	-0.5	0.6	8	-2
O=C(CC1C(=O)NCCN1Cc1c(F)cccc1Cl)NCc1ccc2ncccc2c1 (stereo not drawn)	1.8	0.1	9	-2
CCOC(=O)CSc1nc2c(sc(=S)n2-c2ccc(C)c(C)c2)c(=O)n1-c1ccc(C)cc1	2.9	-0.4	1	-4
COc1ccc(N2CCN(CCNC(=O)C3CCC(=O)N3C3CCCC3)CC2)cc1 (stereo not drawn)	-0.4	0.0	8	-2
N#Cc1ccc(C(=O)Nc2ccc3oc(=O)ccc3c2)c(F)c1	4.2	0.1	-1	16
CCc1c(C)c(C#N)c2nc3ccccc3n2c1N1CCN(c2ccccn2)CC1	0.3	0.1	10	4
NC(=O)c1ccc(NC(=O)CSc2cccc3cccc(Cl)c23)cc1	-1.8	0.0	14	-12
O=C(Nc1cccc(NC(=O)c2cccc3c(Br)cccc23)c1)c1ccccc1Cl	0.1	0.0	18	2
Cc1nn(C)c(C)c1-c1cc(C(=O)NC2CC2)ccn1	-0.4	0.2	18	-3

6 records drawn at random from the list so far, as already listed:
SMILES	GPR151 ag	FBW7 activator	MITF primary	TEAD-YAP inh
Cc1onc(-c2c(F)cccc2Cl)c1C(=O)NC1=NCCS1	0.2	0.1	1	12
N#Cc1ccc(C(=O)Nc2ccc3oc(=O)ccc3c2)c(F)c1	4.2	0.1	-1	16
CCc1c(C)c(C#N)c2nc3ccccc3n2c1N1CCN(c2ccccn2)CC1	0.3	0.1	10	4
CCOC(=O)CSc1nc2c(sc(=S)n2-c2ccc(C)c(C)c2)c(=O)n1-c1ccc(C)cc1	2.9	-0.4	1	-4
Cc1cc(=O)n2nc(N(C)CC(=O)O)sc2n1	-0.5	0.6	8	-2
COc1ccc(N2CCN(CCNC(=O)C3CCC(=O)N3C3CCCC3)CC2)cc1 (stereo not drawn)	-0.4	0.0	8	-2
